12-LOX inh – blocks human arachidonate 12S-lipoxygenase. P18054. purified 12hLO, xylenol orange hydroperoxide absorbance. Potency, µM (top dose mostly 108 µM), for the others: at the top dose activity change, negative = inhibition, usual class: inhibitors. 580,000 tested, 1.1% active. AID 1671190; active = well fitted inhibition curve with a large enough effect; inconclusive = small, poorly fitted or top-dose-only effect, or another doubt; inactive = no such curve, though single readings can be large or run the other way
Target sequence (P18054 whole entry, looked up): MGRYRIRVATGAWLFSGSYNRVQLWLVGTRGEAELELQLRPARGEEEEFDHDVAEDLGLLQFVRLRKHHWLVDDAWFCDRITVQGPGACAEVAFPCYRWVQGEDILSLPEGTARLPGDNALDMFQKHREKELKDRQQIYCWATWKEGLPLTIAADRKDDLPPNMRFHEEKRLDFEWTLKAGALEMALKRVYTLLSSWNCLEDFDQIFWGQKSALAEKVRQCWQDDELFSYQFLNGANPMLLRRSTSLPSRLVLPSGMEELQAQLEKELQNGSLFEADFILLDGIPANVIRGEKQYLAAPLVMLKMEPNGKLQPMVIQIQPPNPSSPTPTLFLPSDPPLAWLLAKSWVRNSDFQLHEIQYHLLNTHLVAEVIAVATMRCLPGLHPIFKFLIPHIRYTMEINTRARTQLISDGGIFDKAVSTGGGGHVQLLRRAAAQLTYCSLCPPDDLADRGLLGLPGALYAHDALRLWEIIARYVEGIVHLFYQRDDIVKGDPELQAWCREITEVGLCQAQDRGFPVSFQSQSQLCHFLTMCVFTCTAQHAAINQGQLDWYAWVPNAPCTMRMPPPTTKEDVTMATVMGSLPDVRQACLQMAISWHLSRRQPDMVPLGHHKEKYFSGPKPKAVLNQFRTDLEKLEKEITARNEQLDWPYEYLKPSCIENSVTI
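Purified human 12hLO at 150 nM in 25 mM Hepes, 0.01% Triton X-100, pH 7.0, preincubated 15 min at room temperature with compound. Reaction started with 40 uM arachidonic acid, 30 min at room temperature. Hydroperoxide measured by Fe-xylenol orange, 573/405 nm absorbance ratio.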
The depositor's hits bear a star; ? = inconclusive; & = joins results of further samples; [ ] = remark or other dose. % is set by controls: 0 for no effect and ±100 for the full control effect; potency is the fitted concentration of half-maximal effect. An excerpt, so the mix of outcomes need not match the whole.

SMILES | 12-LOX inh
CCC(Sc1nnc2c(=O)n(-c3ccc(C)c(C)c3)ccn12)C(=O)Nc1c(C)cccc1C (configuration not stated) | -18.8%
Cc1nc2c(c(-c3ccc(O)cc3)n1)CN(Cc1ccccc1)CCC2 | 31.2%[activator]
Cn1cccc1CN1CCC2(Cc3ccccc3CNC2=O)C1 (configuration not stated) | 9.6%[6.33 µM]
CC(=O)N[C@H]1C[C@@H](Cc2cc(CN(C)c3ccccc3)on2)C1(C)C | ?
CC(C)c1ccc(CN2CCc3ncc(C(=O)NCc4ccccc4)n3CC2)cc1 | 18.2%[176 µM]
CC12CCC(C/C1=N\NC(N)=O)C2(C)C (configuration not stated) | -3.1%&-21.5%
NCCC(=O)N1CCCC1 | -11.4%
O=C1NC2(CN(CC3CCCCC3)C2)Oc2ccccc21 | 34.5%[activator][176 µM]
S=C(NCCC12CC3CC(CC(C3)C1)C2)Nc1ccc(Cl)cc1 | ?
Cc1cc(Nc2ccc(Cl)c(Cl)c2)nc(-c2ccccc2O)n1 | -27.1%
COCCNC(=O)[C@@H]1CCC[C@@H](NCC2CC2)CN(C)C(=O)C1 | 24.6%[176 µM]
O=C(N1C[C@@H](CO)[C@H](c2nc(C3CC3)no2)C1)C1(c2ccccc2)CC1 | 9.4%
COc1cc(CN2CCCC(n3cc(C(=O)N4CCCC4)nn3)C2)cc(OC)c1 (configuration not stated) | 0.6%
Cc1ncsc1CN1CCCCCCNC(=O)[C@@H]2CCC[C@@H]21 | 201.8%[activator]
CCN(CC(=O)Nc1cccc(OC)c1)C(=O)Cc1nc(-c2ccccc2)oc1C | -6.5%
OCC1CN(C2CCC2)CC12CCN(Cc1ccc(F)cc1)CC2 (configuration not stated) | 78.7%[activator]
Oc1ccccc1CNC[C@H]1O[C@H](Cc2cc(CN3CCN(c4ccccc4)CC3)on2)CC[C@@H]1O | 14.9%
C#Cc1cccc(Nc2ncnc3cc(OCCOC)c(OCCOC)cc23)c1 | -19.4%[22.9 µM]
O=C(Nc1nnc(C2CC2)s1)c1ccc(Cl)c(S(=O)(=O)N2CCc3ccccc32)c1 | 31.1%[activator]
COC(=O)c1ccn(Cc2ccc(Cl)cc2Cl)n1 | 16.6%
O=C1CCN(C(=O)C2CC=CC2)CCCC(c2nc(-c3cccnc3)no2)CCN1 (configuration not stated) | 20.0%
O=C1COCC2(CN1Cc1ccccc1)CN(c1cccnc1)C2 | ?
Cc1ccc(CN2C[C@@H]3C(=O)N(CCc4ccccc4)C(=O)[C@@H]3C2)cc1 | 22.0%
Cc1noc(C)c1Cn1cc2c3c(cccc31)[C@H](CC(C)C)N[C@H](C(=O)NCC1CC1)C2 | 5.4%[176 µM]
CCCCOc1ccc(C(=O)N2CCC[C@H]2c2nc(-c3ccc(OC)cc3)no2)cc1 | 0.0%
O=C(NC1CC1)C(c1ccccc1)N1CCN(S(=O)(=O)c2ccccc2)CC1 (configuration not stated) | -4.8%
Cc1oc(-c2cccs2)nc1CC(=O)NC(C)CN1CCOCC1 (configuration not stated) | 1.0%
O=[S+]1([O-])NCC2(CCN(Cc3ccc(F)cc3)C2)Nc2ccccc21 (configuration not stated) | 16.2%
COc1cc(-c2ccnc3nc(C4CC4)nn23)cc(OC)c1OC | -9.8%
CCn1nccc1C(=O)N1CCC2(CC1)N(Cc1cccc(F)c1)C(=O)CS2=O (configuration not stated) | 29.2%
CC(=O)NNC(=S)NC(C)c1ccccc1 (configuration not stated) | 48.1%[activator]
COc1ccccc1-n1[nH]c(C)c(Cc2cccc(Cl)c2)c1=O | ?
CC(=O)N[C@H]1[C@H](O)[C@H](O)C[C@@H]1c1ccc(C(F)(F)F)nc1 | 2.9%[176 µM]
CCOc1cc(=O)n2c(c1C(=O)Nc1cccc(C)c1)CCCC2 | 37.5%[activator]
COc1cccc(CC(=O)N2CCc3nn(Cc4ccccc4)c(=O)n3CC2)c1 | 32.6%
Cc1cc2nc3n(c(=O)c2n1CC(=O)NCCCc1ccccc1)CCCC3 | 37.2%[activator]
Cc1noc2c(N3CCOCC3)cc(-c3cccnc3)nc12 | -4.9%[176 µM]
COc1cc(CN(C(=O)c2ccc3c(c2)NC(=O)CO3)C2CC2)ccc1OC(F)F | -29.8%
Cc1ccccc1[C@H]1C[C@@H](O)[C@@H](O)[C@@H]1NS(=O)(=O)c1cccc(C#N)c1 | 2.0%[176 µM]
COc1ccc(C(=O)N2CCC3(CC2)CC(Cc2nc(-c4ccccc4)no2)CCO3)cc1 (configuration not stated) | -16.0%

In a second layout: entries from further up
canonical_smiles	12-LOX inh
O=C1CCN(C(=O)C2CC=CC2)CCCC(c2nc(-c3cccnc3)no2)CCN1 (configuration not stated)	20.0%
CCOc1cc(=O)n2c(c1C(=O)Nc1cccc(C)c1)CCCC2	37.5%[activator]

Continuation.
SMILES | 12-LOX inh
CC(=O)NC(Cc1c[nH]c2ccccc12)C(=O)NCC1(c2ccccc2)CC1 (configuration not stated) | -6.8%
O=C(Nc1nc2ccc(OC(F)F)cc2s1)c1ccccc1Cl | -22.3%
N#CCCN1CCC(N)=NC1=NC#N | 2.8%
N#CC1=C(N)OC2=C(C(=O)CCC2)C1c1ccc(-c2c(Cl)cc(Cl)cc2Cl)o1 (configuration not stated) | 0.0%
Cn1cnc2c1c(=O)n(CCCn1nnc(-c3cccc(Cl)c3)n1)c(=O)n2C | 22.6%
Fc1ccc(C=Nc2cccc3c(N=Cc4ccc(F)cc4)cccc23)cc1 | ?
Cc1ccccc1-c1cc(O)c2c(c1)CN(Cc1ccoc1)CCO2 | 25.1%
COc1ccc(N2C(=O)c3ccccc3NC(=O)C2C(=O)NCCc2ccccc2F)cc1 (configuration not stated) | -39.8%
COC(=O)C1=C(C)NC(=O)NC1c1ccc(C(=O)OC)cc1 (configuration not stated) | 5.7%
Cc1nc(-c2ccccc2)ccc1C(=O)N1CCS(=O)(=O)c2ccccc21 | -3.6%
COc1ccc2c(C)c(C(=O)NCc3nc(-c4ncccn4)no3)oc2c1 | 82.2%[activator]
CCC1Oc2ccc(NC(=O)c3ccc(F)cc3F)cc2CN(Cc2ccc(Cl)cc2)C1=O (configuration not stated) | -1.5%
O=[N+]([O-])c1nccn1CC(O)CO (configuration not stated) | -1.3%
Cc1ccccc1NC(=O)CSC1=Nc2ccccc2C2CC=NN12 (configuration not stated) | 42.1%
CN(C)Cc1cccc(-c2cc3c(ccn3Cc3ccncc3)c(N3CCOCC3)n2)c1 | 16.9%[176 µM]
CC(C)(C)C1CCN2CCCC(c3ccccc3)(C1)C2=O (configuration not stated) | -11.6%
COc1ccc(C2CC(=O)Nc3c2c(C)nn3-c2ncnc3nc[nH]c23)cc1O (configuration not stated) | 1.0%
CC1(C)C2CCC1(C)C(OCC[N+](C)(C)CC#N)C2 (configuration not stated) | 13.5%
COc1ccccc1-c1nnc([C@H]2CCN(C3CCN(C)CC3)C2)o1 | 69.8%[activator][176 µM]
COc1ccc(C)cc1CN(C)C(=O)c1n[nH]c(=O)c2ccccc12 | -2.5%

At a glance, 16 of the compounds above:
SMILES | 12-LOX inh
Cn1cnc2c1c(=O)n(CCCn1nnc(-c3cccc(Cl)c3)n1)c(=O)n2C | 22.6%
Fc1ccc(C=Nc2cccc3c(N=Cc4ccc(F)cc4)cccc23)cc1 | ?
Cc1ccccc1-c1cc(O)c2c(c1)CN(Cc1ccoc1)CCO2 | 25.1%
COc1ccc(N2C(=O)c3ccccc3NC(=O)C2C(=O)NCCc2ccccc2F)cc1 (configuration not stated) | -39.8%
COC(=O)C1=C(C)NC(=O)NC1c1ccc(C(=O)OC)cc1 (configuration not stated) | 5.7%
Cc1nc(-c2ccccc2)ccc1C(=O)N1CCS(=O)(=O)c2ccccc21 | -3.6%
COc1ccc2c(C)c(C(=O)NCc3nc(-c4ncccn4)no3)oc2c1 | 82.2%[activator]
CCC1Oc2ccc(NC(=O)c3ccc(F)cc3F)cc2CN(Cc2ccc(Cl)cc2)C1=O (configuration not stated) | -1.5%
O=[N+]([O-])c1nccn1CC(O)CO (configuration not stated) | -1.3%
Cc1ccccc1NC(=O)CSC1=Nc2ccccc2C2CC=NN12 (configuration not stated) | 42.1%
CN(C)Cc1cccc(-c2cc3c(ccn3Cc3ccncc3)c(N3CCOCC3)n2)c1 | 16.9%[176 µM]
CC(C)(C)C1CCN2CCCC(c3ccccc3)(C1)C2=O (configuration not stated) | -11.6%
COc1ccc(C2CC(=O)Nc3c2c(C)nn3-c2ncnc3nc[nH]c23)cc1O (configuration not stated) | 1.0%
CC1(C)C2CCC1(C)C(OCC[N+](C)(C)CC#N)C2 (configuration not stated) | 13.5%
COc1ccccc1-c1nnc([C@H]2CCN(C3CCN(C)CC3)C2)o1 | 69.8%[activator][176 µM]
COc1ccc(C)cc1CN(C)C(=O)c1n[nH]c(=O)c2ccccc12 | -2.5%

New compounds follow:
SMILES | 12-LOX inh
Cc1ccc(CN2CCC(N3CCCC(C(=O)NC4CC4)C3)CC2)cc1 (configuration not stated) | -3.1%
CN(C)C[C@@H]1CN(C)C[C@H]1NC(=O)C1CCC1 | 88.4%[activator]
Cn1cnc2cc(NC(=O)C[C@H]3NC(=O)c4ccccc4NC3=O)ccc21 | 37.9%[activator]
Cc1ccc(NC(=O)CCc2ncc(-c3ccccc3F)o2)c(Cl)c1 | -2.5%
O=C(C1CCCCC1)N1CCC(Cc2ccccc2)(C(=O)O)CC1 | 7.2%[6.33 µM]
CSc1cccc(N=Cc2cc(Cl)ccc2O)c1 | -0.2%
CN(C)S(=O)(=O)N(CC(=O)Nc1ccc(F)cc1F)c1ccccc1 | ?
COCCN1CC(C(=O)N(C)Cc2sccc2C)CCC1=O (configuration not stated) | 23.3%
COc1cc(C(=O)OC(C)C(=O)Nc2c(C)n(C)n(-c3ccccc3)c2=O)cc(Cl)c1OC (configuration not stated) | 16.9%
O=C(Cn1nc2c(cc1=O)CCCC2)NCC1CCC(C(=O)O)CC1 (configuration not stated) | 0.0%
O=C(c1csc(Nc2ccc(Cl)c(Cl)c2)n1)N1CCc2ccccc2C1 | ?
COc1ccc(S(=O)(=O)N2CCC3(CC2)CC(CC(=O)N2CCCC2)CCO3)cc1 (configuration not stated) | ?
CC(Oc1ccc(F)cc1F)C(=O)NN (configuration not stated) | 42.7%
O=C1NC[C@@H](CCC(=O)N2CCOCC2)N2C[C@@H](NCc3ccc(F)cc3)C[C@@H]12 | 5.2%[176 µM]
CN1CCC(C(=O)N2Cc3ccccc3CC3(CCCN(CC4CCNCC4)C3)C2)CC1 (configuration not stated) | -22.7%[6.33 µM]
COc1ccc(C(=O)N2CCCC(n3cc(-c4noc(C)n4)nn3)C2)c(OC)c1 (configuration not stated) | 3.4%
O=C(NCC1CC1)C1Cn2cccc2C(=O)N1Cc1cccnc1 (configuration not stated) | 12.0%
O=S1(=O)CC(N2CCN(CCO)CC2)CN1Cc1cn(Cc2cccc(Cl)c2)nn1 (configuration not stated) | 7.08µM*
Nc1cccc(-c2cc3c(Oc4cccc(O)c4)ncnc3[nH]2)c1 | -1.7%[57.4 µM]
COCCO[C@H]1C(=O)N(C2CCN(C(=O)c3ccc(OC)nc3)CC2)[C@H]1c1ccncc1 | 58.0%[activator]
COC(=O)C(C)N1C(=O)S/C(=C/c2cccs2)C1=O (configuration not stated) | -8.8%
COCC(=O)N[C@H]1C[C@@H](c2nc(-c3ccc(F)cc3)no2)N(C)C1 | 4.8%[176 µM]
O=C(N[C@H]1CCN2C(=O)N(c3cccc(C(F)(F)F)c3)C(=O)[C@@H]2C1)c1cnccn1 | 23.1%[176 µM]
CC(C)Oc1cccc(-c2cccc(COc3ccc4c(cnn4CC[S+](C)(=O)[O-])c3)c2)c1 | -26.6%
CCCC1CCC(c2ccc(-c3ccc(OC(F)F)c(F)c3)cc2)CC1 (configuration not stated) | 3.9%
CC(=O)NNC(=S)NC1CC2CCC1C2 (configuration not stated) | 63.4%[activator]
O=C(NC1CCCCCC1)c1[nH]c2ccccc2c1Cl | 42.4%
O=S1(=O)c2ccccc2-c2c(nnn2Cc2ccccc2)CN1C1CC1 | -2.9%
NS(=O)(=O)CCCC(=O)N1CCCC(CCc2ccccc2F)C1 (configuration not stated) | 3.1%
C[C@H]1C(O)[C@@]23CCC4C5(C=[N+](CCO)C[C@]4(C)CCC5)C2C[C@@H]1C3 (some centres not stated) | -2.3%
CCOc1ccc(C2Cn3nnc(-c4nc(-c5ccc(OC)c(F)c5)no4)c3CO2)cc1 (configuration not stated) | 28.2%
COc1cc(C)c(CN2CCC3(CC2)[C@H](O)C[C@@H]3OCCN)cc1C | 30.5%[activator]
C/C(=N/O)c1cc2ccc(O)cc2oc1=O | -1.7%
O=C1NCc2ccccc2CC12CCN(Cc1ccc(F)c(Cl)c1)CC2 | 6.7%[6.33 µM]
CC(C)n1cc(CN2CCC(Oc3ccc(C(=O)NC4CCCC4)cc3Cl)CC2)cn1 | 26.6%
CCN(c1ccc(NS(=O)(=O)c2ccc(C)c(C)c2)cc1)C(C)C | ?
Cc1cc(C)c(NC(=O)c2ccc(CSc3ccc(Cl)cc3)cc2)c(C)c1 | ?
COc1ccc(OCCN(C)CC(C#N)CCC#N)cc1 (configuration not stated) | -45.9%
Cc1ccc(S(=O)(=O)N2CCC(Oc3ncccc3C(=O)N(C)C)C2)cc1C (configuration not stated) | 44.4%[activator]
CNc1c(NC(=O)Nc2ccc(Br)cc2F)c(=O)oc2ccccc12 | ?
CCN1CCN(C(C(=O)O)c2c[nH]c3cc(NC(=O)CCC(=O)O)ccc23)CC1 (configuration not stated) | -11.3%
CN(C)C[C@@H]1CN(C)C[C@H]1NC(=O)c1ccnnc1 | 55.6%[activator]
CC(C)CNc1nc2c(c(=O)n(C)c(=O)n2C)n1Cc1ccc(F)cc1 | 19.3%
Cn1c(=O)[nH]c(=O)c2c1nc(N1CCc3ccccc3C1)n2Cc1ccccc1Cl | -6.7%
COc1ccc2[nH]c(=O)c(CN(C)S(C)(=O)=O)cc2c1 | 0.4%
CC(=O)c1ccc(-c2ccc(C(=O)O)o2)cc1 | -6.4%
COc1ccc2c(CN3CCN(C(=O)C4COc5ccccc5O4)CC3)cc(=O)oc2c1 (configuration not stated) | -6.2%
CCc1nc2ccccc2c(C)c1C(=O)O | ?
O=C(NC(c1ccccc1)c1ccccc1)c1cc2ccccc2oc1=O | 22.9%
